ABCB1 inh – ABCB1 efflux pump inhibitors, primary screen, cell-based, multiplex, flow cytometry, ABCG2 counter-screen; ATP-dependent translocase ABCB1 (Homo sapiens), P08183; CCRF-Adr cells, JC-1 efflux; inhibition, % at 6.6 µM; 190,000 tested, 0.067% active; in the data active = inhibition above about 40%;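 also: 0% = vehicle and 100% = reference inhibitor; higher value means more JC-1 retained so stronger ABCB1 efflux block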
Target sequence (P08183 whole entry, looked up): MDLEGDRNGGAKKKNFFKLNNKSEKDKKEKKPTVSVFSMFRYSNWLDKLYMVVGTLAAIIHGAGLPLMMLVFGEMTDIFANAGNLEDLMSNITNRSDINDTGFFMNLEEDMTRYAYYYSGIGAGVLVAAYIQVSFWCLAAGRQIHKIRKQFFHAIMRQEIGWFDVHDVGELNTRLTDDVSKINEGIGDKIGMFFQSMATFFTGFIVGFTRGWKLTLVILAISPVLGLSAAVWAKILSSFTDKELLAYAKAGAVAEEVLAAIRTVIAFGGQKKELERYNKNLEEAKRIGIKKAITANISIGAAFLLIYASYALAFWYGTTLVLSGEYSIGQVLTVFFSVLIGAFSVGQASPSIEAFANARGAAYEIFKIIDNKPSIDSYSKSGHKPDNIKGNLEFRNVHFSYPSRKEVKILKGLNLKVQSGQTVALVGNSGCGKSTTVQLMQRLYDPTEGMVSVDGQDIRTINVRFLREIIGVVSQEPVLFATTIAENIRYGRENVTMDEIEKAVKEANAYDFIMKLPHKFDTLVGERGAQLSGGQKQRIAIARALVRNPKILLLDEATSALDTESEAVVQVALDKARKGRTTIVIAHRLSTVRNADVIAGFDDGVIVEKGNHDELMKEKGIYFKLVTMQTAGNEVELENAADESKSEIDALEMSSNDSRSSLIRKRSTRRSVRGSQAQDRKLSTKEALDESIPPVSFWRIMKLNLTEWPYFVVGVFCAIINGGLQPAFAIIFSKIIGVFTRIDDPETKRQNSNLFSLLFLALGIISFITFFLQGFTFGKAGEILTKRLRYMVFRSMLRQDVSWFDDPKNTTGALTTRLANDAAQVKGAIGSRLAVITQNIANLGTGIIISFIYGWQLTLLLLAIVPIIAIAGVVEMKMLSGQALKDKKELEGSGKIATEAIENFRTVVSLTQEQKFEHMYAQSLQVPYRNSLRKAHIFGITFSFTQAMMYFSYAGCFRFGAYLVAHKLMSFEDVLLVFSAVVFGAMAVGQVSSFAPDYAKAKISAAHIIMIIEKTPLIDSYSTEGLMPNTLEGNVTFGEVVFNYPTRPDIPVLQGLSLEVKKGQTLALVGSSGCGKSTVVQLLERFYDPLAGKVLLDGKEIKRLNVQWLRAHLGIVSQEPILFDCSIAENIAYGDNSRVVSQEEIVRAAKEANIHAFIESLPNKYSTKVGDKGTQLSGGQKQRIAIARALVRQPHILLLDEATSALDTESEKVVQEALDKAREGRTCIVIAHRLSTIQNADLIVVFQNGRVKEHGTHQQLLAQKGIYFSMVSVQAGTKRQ
Rac1 act GTP bind – GTP binding modulators of activated mutant Rac1, primary screen, biochemical, bead-based flow cytometry, multiplex, fluorescent GTP. GST-Rac1 activated beads; actives lie on both sides; 100% means binding = to untreated wells. percent activity (GTP binding), % at 10 µM. 190,000 tested, 0.11% active. AID 764, 2007;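 active = GTP binding at least 20 percentage points away from the 100% baseline, in either direction, so actives lie on both sides; inconclusive = Compound likely fluorescent itself, or too few beads counted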
Cdc42 wt GTP – modulators of GTP binding to wildtype Cdc42, primary screen, biochemical, multiplex bead flow cytometry, Bodipy-GTP; Cell division control protein 42 homolog (Homo sapiens), P60953; AID 761, 2007; percent activity (GTP binding), % at 10 µM; GST-Cdc42 beads; actives lie on both sides; 190,000 tested, 0.2% active;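 active = percent activity GTP binding at least 20 points away from the 100% baseline, either down as inhibitor or up as activator; inconclusive = compound flagged as likely green fluorescent from well-wide comparison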;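 also: median bead fluorescence of bound Bodipy-FL-GTP at 100 nM; 0% = excess unlabeled GTP control and 100% = no compound control; below 100% means less GTP binding so inhibitor and above means activator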
HRas wt GTP bind – modulators of GTP binding to HRas wildtype, primary screen, biochemical, bead-based flow cytometry, multiplex; GST-Ras wt beads, Bodipy-FL-GTP binding; actives lie on both sides; GTP binding activity, % at 10 µM; AID 759, 2007; GTPase HRas (Homo sapiens), P01112; 190,000 tested, 0.14% active;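 active = GTP binding activity at least 20% away from the 100% baseline, either lowered as inhibitor or raised as activator; inconclusive = flagged as likely green fluorescent, judged across all proteins in the well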;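 also: 0% = unlabeled GTP competition control and 100% = no-compound control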
Rac1 wt GTP bind – wildtype Rac1 GTP binding modulators, primary screen, biochemical, GST-Rac1 beads, flow cytometry, multiplex. Ras-related C3 botulinum toxin substrate 1 (Homo sapiens), P63000. GTP binding activity (% of control), % at 10 µM. 190,000 tested, 0.27% active. fluorescent GTP binding; actives lie on both sides; 0 = cold GTP competed, 100 = untreated;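 active = GTP binding activity at least 20 points away from the 100% control level, either lower or higher; inconclusive = compound flagged as likely green fluorescent, judged across all proteins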
Rab2 wt GTP – modulators of GTP binding to Rab2A wildtype, primary screen, biochemical, dog, bead-based flow cytometry, multiplex | Ras-related protein Rab-2A (Canis lupus familiaris), P61105 | GST-Rab2 wt beads, Bodipy-GTP binding | GTP binding activity, % at 10 µM | 190,000 tested, 0.19% active | AID 760, 2007;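 active = GTP binding activity at least 20 points away from 100%, either lowered or raised; inconclusive = signal likely due to the compound's own green fluorescence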;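 also: 0% = beads with excess unlabeled GTP and 100% = no-compound control corrected for plate trend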
Avidin bead fluor – green autofluorescence of compounds with avidin beads – biophysical, 488/530 nm, flow cytometry, artefact control, profiling panel; fluorescence (KMESF) at 10 µM; compound fluorescence 488/530 nm; hits give high values; AID 1775, 2009; 220,000 tested, 0.38% active; in the data active = fluorescence above about 47; also: inactives centre near 10
ABCG2 block – ABCG2 efflux pump inhibitors, primary screen, multiplex with ABCB1, IgMXP3 cells, flow cytometry. Broad substrate specificity ATP-binding cassette transporter ABCG2 (Homo sapiens), Q9UNQ0. JC-1 efflux. inhibition, % at 6.6 µM. 190,000 tested, 0.1% active;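 active = inhibition above 80%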;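 also: 0% = DMSO and 100% = nicardipine control wells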
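Read-out basis: Efflux inhibition in percent versus controls | Test system: ABCG2 IgMXP3 and barcoded ABCB1 CCRF-Adr cell mix | Quantity: 3 million cells/mL in well | Schedule: 10 min at 25 °C | Control set: Nicardipine as high control, DMSO as low control | Reagent: JC-1 as fluorescent efflux pump substrate | Signal: Flow cytometry of retained JC-1 fluorescence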
Pf gametocyte – late stage P. falciparum gametocyte viability inhibitors, primary screen, ATP luminescence, HTS; inhibition, % at 10.9 µM; P. falciparum stage V gametocytes, 24 h; 150,000 tested, 0.065% active; AID 743093, 2013;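 active = inhibition above the mean plus 3 SD of compounds within the control limits, set per campaign, cut at about 38% in these data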;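 also: 0% = DMSO wells and 100% = medium only without gametocytes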
GSH bead fluor – compound fluorescence on glutathione beads, profiling panel, artefact control, biophysical, 488/530 nm, flow cytometry | GSH beads flow cytometry, compound fluorescence 488/530 nm; hits give high values | fluorescence (KMESF) at 10 µM | 190,000 tested, 0.25% active | AID 1776, 2009; in the data active = fluorescence above about 89;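 also: glutathione beads carrying GST-tagged Bcl family fusion proteins plus one bare bead set; values are compound well signal with DMSO vehicle wells as background; inactives centre near 16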
Rab7 wt GTP bind – modulators of GTP binding to Rab7, primary screen, biochemical, wildtype, multiplex bead flow cytometry; Rab7 GTPase wild type (dog), Bodipy-FL-GTP binding; AID 758, 2007; GST-Rab7 beads, fluorescent GTP binding; actives lie on both sides; untreated = 100%, excess cold GTP = 0%; 190,000 tested, 0.055% active; GTP binding activity (percent of control), % at 10 µM;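 active = fluorescent GTP binding to Rab7 beads changed by at least 20 points from the 100% baseline, either direction, mostly lower; inconclusive = compound itself probably fluorescent, or too few beads counted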;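 also: median green fluorescence of bound Bodipy-FL-GTP per Rab7 bead population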
* marks the source's active call; other numbers are inactive results; ? = inconclusive; nt = not tested or not shown. Rows were taken by chance; 1.1% or so of the library scored in one or more.

SMILES | ABCB1 inh | Rac1 act GTP bind | Cdc42 wt GTP | HRas wt GTP bind | Rac1 wt GTP bind | Rab2 wt GTP | Avidin bead fluor | ABCG2 block | Pf gametocyte | GSH bead fluor | Rab7 wt GTP bind
CC(C)CCNC(=O)CCCCn1c(=O)[nH]c2ccsc2c1=O | 0.4 | 97 | 97 | 97 | 101 | 96 | 11 | 1 | -1 | 12 | 95
O=C1CC(Sc2ncccn2)C(=O)N1c1ccccc1 (stereo not given) | 0.6 | 100 | 102 | 103 | 108 | 101 | 6 | 1 | nt | 50 | 100
COc1cccc(C(=O)C2CCCN(C(=O)CCC3=NNC(=O)CC3)C2)c1 (stereo not given) | -0.2 | ? | ? | ? | ? | ? | 9 | 0 | -22 | 10 | ?
COC(=O)C1=C(N)Oc2c(oc(CO)cc2=O)C1c1c(F)cccc1Cl (stereo not given) | 0.4 | 103 | 98 | 103 | 106 | 102 | 12 | 1 | -4 | 15 | 108
CN(Cc1ccccc1)C(=O)COc1cc(=O)n(C)c2ccccc12 | 3.4 | 94 | 96 | 96 | 98 | 99 | 11 | 18 | -7 | 35 | 99
O=C(CN(Cc1ccccc1)S(=O)(=O)c1ccc(F)cc1)NCCC1=CCCCC1 | 3.5 | 99 | 103 | 105 | 100 | 106 | 9 | 13 | 24 | 22 | 104
Cc1ccc(S(=O)(=O)N2CCC(C(=O)N/N=C/c3cccnc3)CC2)cc1 | 0.0 | 97 | 98 | 98 | 104 | 98 | 4 | 18 | nt | 10 | 97
COc1cccc(-n2c(=O)c3c(C)c(C(=O)N(C)C)sc3n(CC(=O)NCC3CCCO3)c2=O)c1 (stereo not given) | 0.1 | 95 | 93 | 94 | 94 | 94 | 13 | 1 | -17 | 66 | 93
COc1ccc(OC)c(C2=NOC(C(=O)NCC3CCCO3)C2)c1 (stereo not given) | 0.1 | 97 | 103 | 104 | 102 | 102 | 15 | 0 | nt | 13 | 105
COc1ccc(CC(=S)N2CCOCC2)cc1F | 0.5 | 98 | 100 | 100 | 97 | 96 | 9 | 6 | 24 | 8 | 94
Cc1ccc(S(=O)(=O)NCC(=O)N2CCOCC2)cc1 | -0.3 | 96 | 99 | 100 | 100 | 100 | 12 | 0 | nt | 25 | 102
CC1CCCN(C(=O)CSc2nc3ccccc3o2)C1 (stereo not given) | -6.3 | 101 | 106 | 104 | 105 | 104 | 18 | -3 | -1 | 86 | 100
CCCn1nnnc1NCc1ccccc1OCc1cccs1 | 1.1 | 100 | 101 | 100 | 103 | 100 | 16 | 7 | 13 | 27 | 97
O=C(NCc1ccco1)c1ccc2c(=O)n(Cc3ccco3)c(SCC(=O)N3CCCC3)nc2c1 | nt | 95 | 93 | 95 | 95 | 96 | 2 | nt | -3 | 14 | 97
CC1(C)CC(=O)C(C=NCCN2CCNCC2)=C(O)C1 | 0.3 | 98 | 98 | 100 | 96 | 100 | 22 | 1 | 16 | 11 | 107

A second format for five compounds above.
Fields – ABCB1 inh	Rac1 act GTP bind	Cdc42 wt GTP	HRas wt GTP bind	Rac1 wt GTP bind	Rab2 wt GTP	Avidin bead fluor	ABCG2 block	Pf gametocyte	GSH bead fluor	Rab7 wt GTP bind
Cc1ccc(S(=O)(=O)N2CCC(C(=O)N/N=C/c3cccnc3)CC2)cc1
→ 0.0	97	98	98	104	98	4	18	nt	10	97
O=C(NCc1ccco1)c1ccc2c(=O)n(Cc3ccco3)c(SCC(=O)N3CCCC3)nc2c1
→ nt	95	93	95	95	96	2	nt	-3	14	97
COc1cccc(C(=O)C2CCCN(C(=O)CCC3=NNC(=O)CC3)C2)c1 (stereo not given)
→ -0.2	?	?	?	?	?	9	0	-22	10	?
O=C(CN(Cc1ccccc1)S(=O)(=O)c1ccc(F)cc1)NCCC1=CCCCC1
→ 3.5	99	103	105	100	106	9	13	24	22	104
COC(=O)C1=C(N)Oc2c(oc(CO)cc2=O)C1c1c(F)cccc1Cl (stereo not given)
→ 0.4	103	98	103	106	102	12	1	-4	15	108

(continued)
SMILES | ABCB1 inh | Rac1 act GTP bind | Cdc42 wt GTP | HRas wt GTP bind | Rac1 wt GTP bind | Rab2 wt GTP | Avidin bead fluor | ABCG2 block | Pf gametocyte | GSH bead fluor | Rab7 wt GTP bind
CC1CN(C(=O)CSc2nc(-c3ccc(F)cc3)cs2)CC(C)O1 (stereo not given) | -0.2 | 94 | 96 | 95 | 95 | 95 | 10 | 1 | nt | 20 | 95
Cc1ccc(NC(=O)COC(=O)CCc2nc3ccccc3c(=O)[nH]2)cc1Cl | 0.8 | 96 | 94 | 96 | 93 | 93 | 9 | 5 | -15 | 34 | 100
COc1cc(CNCC(C)C)c(Br)cc1OCC(=O)NCc1ccccc1 | 1.3 | 100 | 100 | 103 | 105 | 105 | 19 | 0 | 13 | 11 | 101
Cc1ccc(-c2cc[n+](Cc3ccccc3)cc2)cc1 | 0.0 | 96 | 98 | 96 | 101 | 96 | 11 | 0 | 31 | 10 | 94
Cc1cc(C)n2nc(C(=O)NNC(=O)c3ccccc3)nc2n1 | 0.3 | 96 | 97 | 99 | 102 | 95 | 11 | 2 | 12 | 17 | 98
COC(=O)c1cc(Cl)c(NC(=O)c2cc3ccccc3o2)cc1OC | 0.4 | 98 | 100 | 99 | 100 | 99 | 10 | 4 | nt | 25 | 99
CCn1cc(C(=O)NCCC2=CCCCC2)c(=O)c2cc(S(=O)(=O)N(C)C)ccc21 | 0.1 | 102 | 105 | 103 | 109 | 104 | 19 | 1 | nt | 13 | 101
COCCCNC(=O)Nc1ccc(F)cc1F | 0.7 | 99 | 103 | 101 | 104 | 102 | 17 | 5 | nt | 32 | 99
COc1cc(C(Nc2ccccn2)c2c(NC(=O)c3ccco3)sc(C)c2C)cc(OC)c1OC (stereo not given) | 4.0 | 99 | 99 | 100 | 101 | 99 | 4 | 3 | nt | 5 | 100
CC(NC(=O)Nc1ccccc1)C(c1cccs1)N1CCOCC1 (stereo not given) | 0.3 | 99 | 100 | 101 | 106 | 101 | 20 | 12 | nt | 13 | 101
CCOc1ccccc1N1CCN(C(=O)c2cccc(-c3ccc(O)cc3)c2)CC1 | 0.9 | 99 | 102 | 101 | 100 | 101 | 9 | 3 | nt | 25 | 100
Cc1cccc(C)c1OCCNC(=O)c1ccc2ccccc2n1 | 2.2 | 95 | 94 | 95 | 96 | 95 | 12 | 13 | -6 | 11 | 91
Cc1ccc(S(=O)(=O)N(C)c2ccc(C(=O)N3CCCCC3)cc2)cc1 | 1.3 | 99 | 106 | 104 | 107 | 101 | 14 | 5 | -39 | 34 | 105
NC(=O)CSc1nccn1Cc1ccccc1 | 0.1 | 98 | 97 | 97 | 100 | 98 | 10 | -1 | -7 | 12 | 98
CCc1cccc(CC)c1NC(=O)C[n+]1cccc(C(N)=O)c1 | -0.3 | 93 | 93 | 96 | 94 | 99 | 9 | -1 | -1 | 14 | 103

Copied from the list:
Value for CC1CCCN(C(=O)CSc2nc3ccccc3o2)C1 (stereo not given) in Rac1 act GTP bind: 101
Value for Cc1cc(C)n2nc(C(=O)NNC(=O)c3ccccc3)nc2n1 in Rab7 wt GTP bind: 98

Next structures
SMILES | ABCB1 inh | Rac1 act GTP bind | Cdc42 wt GTP | HRas wt GTP bind | Rac1 wt GTP bind | Rab2 wt GTP | Avidin bead fluor | ABCG2 block | Pf gametocyte | GSH bead fluor | Rab7 wt GTP bind
Cc1ccc(C)c2c1cc(C)c1nnc(SCC(=O)N3CCCc4ccccc43)n12 | 1.7 | 98 | 100 | 99 | 99 | 96 | 13 | 5 | 2 | 20 | 98
Cc1ccc(C2(C(F)(F)F)NC(=O)N3N=C4CCCCCN4C3=C2C#N)cc1 (stereo not given) | 0.2 | 95 | 97 | 97 | 94 | 99 | 9 | 0 | nt | 13 | 104
O=C(NCc1cccs1)c1ccc(Cl)c(S(=O)(=O)N2CCCC2)c1 | 0.8 | 94 | 98 | 95 | 96 | 93 | 25 | 4 | -8 | 9 | 94
CC(=O)Nc1ccccc1-c1nnn(CC(=O)Nc2ccc3c(c2)OCCO3)n1 | -0.5 | 98 | 98 | 99 | 99 | 100 | 8 | 18 | 10 | 12 | 99
COc1ccc2[nH]c(CN3CCN(CCC(C)C)C(CCO)C3)c(C)c2c1 (stereo not given) | 0.0 | 95 | 93 | 97 | 101 | 98 | 9 | -1 | 4 | 10 | 105
Cc1ccc(S(=O)(=O)N2CCOCC2)cc1C(=O)OC1CCCCC1=O (stereo not given) | 0.5 | 96 | 100 | 97 | 101 | 96 | 9 | 1 | 13 | 18 | 104
CN(C)C(=O)C1C2NC(=S)N(c3ccc(Cl)cc3)C1(C)Oc1ccc(Cl)cc12 (stereo not given) | -0.7 | 97 | 98 | 99 | 98 | 99 | 14 | -1 | -10 | 15 | 103
Cn1c(=O)[nH]c(=O)c2c1nc(CN1CCOCC1)n2Cc1ccccc1 | 0.2 | 95 | 98 | 97 | 101 | 97 | 38 | 2 | nt | 12 | 99
C=CCSc1nnc2nc3[nH]c4c(C)cccc4c3nn12 | 0.0 | 100 | 98 | 98 | 101 | 96 | 10 | 13 | 8 | 33 | 98
O=C1NC(=Nc2ccc(Cl)cc2)/C(=C/c2ccco2)S1 | -1.1 | 96 | 99 | 97 | 99 | 95 | 14 | -5 | nt | 5 | 97
CCOC(=O)C1CCN(C(=O)CN2C(=O)C(CC)Oc3ccccc32)CC1 (stereo not given) | -1.2 | 98 | 97 | 100 | 103 | 100 | 8 | -7 | 17 | 33 | 97
COc1ccc(CNC2CC(=O)N(C)C2=O)cc1 (stereo not given) | 0.3 | 101 | 104 | 103 | 105 | 102 | 36 | 2 | nt | 43 | 105
COc1ccc(C)cc1NC(=O)C(OC(=O)c1cc(C)oc1C)c1ccccc1 (stereo not given) | 0.9 | 99 | 101 | 100 | 102 | 99 | 10 | 13 | 3 | 19 | 99
